HUVEC tox TNFa = HUVEC cytotoxicity counter-screen, TNF alpha stimulated. hit rate 0.17% among 93,000. HUVEC TNFalpha-stimulated, Hoechst cell count, imaging. cell count reduction, % at 2 µM. AID 848;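 active means cell count reduction exceeding the screen mean by over 5 SD, scaled to untreated wells per plate, cut at about 78% in these data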;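 further: cells counted after 24 h of TNF alpha exposure following the 1 h pretreatment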
VCAM1 TNFa inh = reduces TNF alpha induced VCAM1 expression in HUVEC | HUVEC TNFa-induced VCAM-1 immunofluorescence, high-content imaging | inhibition, % at 2 µM | hit rate 0.48% among 95,000 | AID 802;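 active means inhibition above the batch mean plus 3 SD, with images confirmed as a hit by eye, cut at about 37% in these data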;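 further: 0% = TNF-stimulated DMSO wells and 100% = unstimulated control wells; not every result past the cut was called active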
DAT uptake mod = changed human dopamine transporter uptake under cocaine IC80; B-score at 10 µM; LLC-PK1 hDAT cells, [14C]-dopamine uptake with cocaine IC80; actives deviate in either direction; hit rate 1.3% among 110,000;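 active means Z score or B-score, a plate-position-corrected score, falls beyond the plate's 99.7% confidence bounds, in either direction; inactive means both scores lie inside the 99.7% bounds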;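 further: scored against the spread of the other compound wells on the same plate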
Target sequence (Q01959 whole entry, looked up): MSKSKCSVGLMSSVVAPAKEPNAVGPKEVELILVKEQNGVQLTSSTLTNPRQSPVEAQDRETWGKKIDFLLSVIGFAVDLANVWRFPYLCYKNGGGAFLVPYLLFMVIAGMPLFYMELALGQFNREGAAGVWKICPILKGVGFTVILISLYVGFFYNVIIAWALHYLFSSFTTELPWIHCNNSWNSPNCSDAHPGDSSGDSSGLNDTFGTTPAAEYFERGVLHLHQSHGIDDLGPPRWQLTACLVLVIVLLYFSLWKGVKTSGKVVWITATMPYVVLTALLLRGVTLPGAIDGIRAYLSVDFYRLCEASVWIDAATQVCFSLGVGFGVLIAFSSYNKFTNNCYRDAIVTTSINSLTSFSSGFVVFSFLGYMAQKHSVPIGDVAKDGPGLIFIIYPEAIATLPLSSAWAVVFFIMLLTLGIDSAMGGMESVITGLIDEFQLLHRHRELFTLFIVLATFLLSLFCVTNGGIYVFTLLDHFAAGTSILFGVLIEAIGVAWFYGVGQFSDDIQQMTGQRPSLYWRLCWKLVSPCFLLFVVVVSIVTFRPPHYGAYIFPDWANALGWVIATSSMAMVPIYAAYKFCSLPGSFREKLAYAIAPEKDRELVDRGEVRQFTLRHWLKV
CYP2C19 inhib = blocks human cytochrome P450 2C19 | inhibition, % at 5 µM | hit rate 21% among 96,000 | P33261 | CYP2C19 Supersomes, luciferin-H EGE luminescence, 30 min;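 active means CYP2C19 inhibition above a set limit at 5 µM in the primary screen, cut at about 50% in these data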;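 further: plate controls were negative control wells for no effect and 2.5 mM tranylcypromine positive control for full effect; values of inactives mirror those of a sister screen read the other way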
CYP2C19 act = increases human CYP2C19 enzyme activity. P33261. activation factor at 5 µM. AID 1025. 96,000 tested, under 10 active. recombinant CYP2C19, luciferin-H EGE luminescence; active compounds read high; 0 = fully inhibited enzyme, 1 = untreated enzyme;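 active means activation factor of at least 2 at 5 µM in the primary screen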;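 further: 0 = wells with 2.5 mM tranylcypromine and 1 = vehicle-only wells; values of inactives mirror those of a sister screen read the other way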
IL1B cytotox = toxic to HUVEC cells under IL-1B stimulation; hit rate 0.41% among 94,000; HUVEC cell count loss, Hoechst imaging, IL-1B stimulated; cell count reduction, % at 2 µM; AID 845;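 active means cell count reduction more than 3 SD above the screen-wide mean, cut at about 70% in these data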;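 further: normalized per plate to untreated control cells as the no-loss baseline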
CYP2C9 activ = CYP2C9 (human) activation; P11712; recombinant CYP2C9, luciferin-H conversion, luminescence; active compounds read high; factor 1 = untreated enzyme, 0 = blocked; activation factor at 5 µM; hit rate 1.4% among 96,000; AID 1024;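 active means activation factor of 2 or more for CYP2C9 at a 5 µM dose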;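 further: 0 = sulfaphenazole-blocked wells and 1 = vehicle-only wells; values of inactives mirror those of a sister screen read the other way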
Target sequence (P11712 whole entry, looked up): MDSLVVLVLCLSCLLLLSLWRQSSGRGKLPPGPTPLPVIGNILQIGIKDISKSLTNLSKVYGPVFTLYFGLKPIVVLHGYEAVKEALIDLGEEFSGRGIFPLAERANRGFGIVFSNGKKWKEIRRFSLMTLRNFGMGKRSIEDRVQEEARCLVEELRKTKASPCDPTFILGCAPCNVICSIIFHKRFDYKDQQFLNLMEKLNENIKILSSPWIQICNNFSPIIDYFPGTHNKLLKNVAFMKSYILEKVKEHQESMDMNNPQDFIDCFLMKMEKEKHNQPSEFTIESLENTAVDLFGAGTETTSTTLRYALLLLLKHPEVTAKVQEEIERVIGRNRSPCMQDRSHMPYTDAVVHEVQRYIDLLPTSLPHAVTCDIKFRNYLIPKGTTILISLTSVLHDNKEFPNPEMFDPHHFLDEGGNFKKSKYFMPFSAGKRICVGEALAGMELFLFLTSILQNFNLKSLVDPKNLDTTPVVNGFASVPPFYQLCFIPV
Candida biofilm = kills Candida albicans biofilms | C. albicans biofilm + clotrimazole, Alamar Blue | inhibition, % at 6 µM | hit rate 0.14% among 85,000;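 active means inhibition above 20%; inactive means inhibition below 20%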;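 further: preformed 24 hr biofilms exposed to compound for 48 hr; 0% = biofilm without compound and 100% = blank killed by clotrimazole plus chlorhexidine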
CYP2C9 inh = blocks human cytochrome P450 2C9; AID 777; hit rate 20% among 96,000; inhibition, % at 5 µM; CYP2C9 Supersomes, luciferin-H conversion, luminescence;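 active means blocking of liver enzyme CYP2C9 beyond about 50% at 5 µM, limit read from the data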; further: values of inactives mirror those of a sister screen read the other way
Numbers without * were called inactive; nt = no result given.

SMILES	HUVEC tox TNFa	VCAM1 TNFa inh	DAT uptake mod	CYP2C19 inhib	CYP2C19 act	IL1B cytotox	CYP2C9 activ	Candida biofilm	CYP2C9 inh
C/C(N)=C(/C#N)C(=O)CSc1nnc(Nc2cccc(C)c2C)s1	-13	16	0.23	66*	0.3	-38	0.3	12	66*
Cc1cc(Nc2ccccc2)nn1C(=O)c1ccc(Br)cc1	-5	29	0.59	1	1	-14	0.9	6	12
Cc1c(CCOC(=O)CC23CC4CC(CC(C4)C2)C3)sc[n+]1Cc1ccccc1	-1	-2	nt	-4	1	-74	1.2	nt	-20
Cc1c(N=CN2CCOCC2)c(=O)n(C)c(=O)n1C	16	-13	0.14	-21	1.2	-4	1.2	-3	-24
CC1=C(C(=O)Nc2ccccc2)C(c2ccc(N(C)C)cc2)NC(=O)N1 (stereo unspecified)	2	3	-0.63	4	1	5	0.9	2	10
CCn1c(SCC(=O)NCc2ccco2)nc2c(c1=O)SC(C)C2 (stereo unspecified)	-22	-1	0.22	-7	1.1	10	0.7	4	28
CCN1C(=O)/C(=C\N2CCN(c3ccccc3)CC2)SC1=S	-30	13	-0.56	17	0.8	-18	1	3	0
Cn1cnnc1SCc1ccc(C#N)cc1	-25	10	1	-4	1	14	1.4	8	-36
CCOc1cc(C2C(C#N)=C(N)SC(N)=C2C#N)ccc1OCCN1CCOCC1	-12	-22	0.0024	5	0.9	-46	0.8	4	23
C(#CCN1CCOCC1)COCCCOC(c1ccccc1)c1ccccc1	-8	-12	1.1	59*	0.4	-4	0.3	-1	70*
COc1ccc(CNC(=O)c2cnc3scc(C)n3c2=O)cc1	nt	nt	0.54	50	0.5	nt	1	13	3
Cc1ccc2c(Cl)cc(Cl)c(OCC(=O)Nc3cc(C)on3)c2n1	5	5	0.75	50*	0.5	5	1.9	nt	-89
NC(=O)/C(=N\OC(=O)c1ccco1)c1nc(-c2ccc(Br)cc2)cs1	-5	7	-0.2	-2	1	-1	0.9	12	7
CNC(=S)NNC(=O)c1sccc1OCc1ccccc1	-14	4	1	20	0.8	-30	0.9	nt	12
Cc1cc(Nc2ccc(F)cc2C)n2nc(C)nc2n1	-26	-2	0.15	-19	1.2	-3	1.1	14	-13
Cn1nnc2cc(C(=O)NCc3ccc4c(c3)OCO4)ccc21	-8	17	0.59	52*	0.5	-1	0.8	-1	25
Brc1cc2c(cc1/C=N/Nc1nc(N3CCCC3)nc(N3CCOCC3)n1)OCO2	-29	0	0.21	23	0.8	23	0.7	nt	31
Cc1nn(C)c(C)c1CN(C)C(=O)c1cc2n(n1)C(C(F)(F)F)CC(c1cccs1)N2 (stereo unspecified)	-17	-18	0.33	7	0.9	23	1.2	11	-21
CCOC(=O)c1c(C)oc2c1c(C=NC1CCS(=O)(=O)C1)c(O)c1ccccc12 (stereo unspecified)	-18	29	nt	18	0.8	-52	0.5	1	47
CCN(CCC(=O)O)c1ccccc1	1	2	0.61	0	1	14	1.1	0	-9
CCOc1ccc2c3c(c(=O)oc2c1OCC)CCCC3	40	10	0.12	45	0.5	-7	1.9	6	-90
O=C1C(=O)N(CCOCCO)C(c2ccccn2)/C1=C(\O)c1ccccc1 (stereo unspecified)	-27	-2	-0.29	-14	1.1	-2	1.1	8	-6
Cc1ccc(-c2nnc(Cc3ccc(Cl)cc3)o2)cc1	-22	16	-1.1	38	0.6	11	0.7	10	34
CCC(C)NC(=O)c1csc2c1CCCCC2 (stereo unspecified)	1	0	-1.3	14	0.9	-1	1.6	4	-59
CCN(CC)CCOc1ccc(Br)cc1	2	-9	-0.8	nt	nt	2	nt	-4	nt
Nc1ncc(Br)cc1S(=O)(=O)NCCC(=O)N1CCN(c2ncccn2)CC1	nt	nt	-0.46	60*	0.4	nt	0.6	11	41
O=C(Cn1cnc2scc(-c3ccccc3)c2c1=O)N1CCOCC1	-22	-3	-0.052	-1	1	-5	1	9	5
O=S(=O)(c1ccc(Cl)s1)N1CCN(C/C=C/c2ccccc2)CC1	-6	5	0.029	78*	0.2	-27	0.2	0	80*
Cc1ccc(C)c(OCC(=O)Nc2nc3ccc([N+](=O)[O-])cc3s2)c1C	-20	5	-0.54	-24	1.2	16	1.2	nt	-25
Cc1nnc(SCCn2c(Br)nc3c2c(=O)n(C)c(=O)n3C)s1	nt	nt	-0.011	80*	0.2	-7	0.9	-2	8
Cc1ccc(-c2csc3ncn(-n4c(C)ccc4C)c(=O)c23)o1	2	12	0.76	87*	0.1	-58	0.5	7	47
COc1cc(C(=O)Nc2ccccc2N2CCN(S(C)(=O)=O)CC2)cc(OC)c1OC	0	10	0.012	14	0.9	-18	0.2	10	79*
COc1ccc(Cn2nnnc2CN(Cc2cc3ccc(C)cc3[nH]c2=O)C2CCCC2)cc1	3	-2	0.81	39	0.6	4	0.8	-4	18
COc1ccc(/C(N)=N/OC(=O)CSc2ccccc2)cc1OC	-9	15	-0.34	28	0.7	11	0.7	1	29
Cc1cc(Cl)ccc1NC(=O)CSc1nnc(Cc2cccs2)n1Cc1ccco1	-7	1	0.5	61*	0.4	-4	0.5	5	49
CCN(CC)CCNC(=O)CS(=O)Cc1nc(-c2ccccc2Cl)oc1C (stereo unspecified)	-5	-13	-1.9	6	0.9	-6	0.8	-1	18
COc1cccc(C2=NOC(C(=O)N3CCOCC3)C2)c1 (stereo unspecified)	9	3	-1.3	17	0.8	8	0.9	-3	13
Cc1nc2cc(NC(=O)N3c4ccccc4CC3C)ccc2n1C (stereo unspecified)	-26	1	0.12	25	0.8	-18	0.7	5	32
Cc1ccccc1-n1c(SCc2c(C)noc2C)nnc1-c1c[nH]c2ccccc12	11	-3	-1.1	4	1	0	0.9	7	8
CN(c1ccc(C(=O)NCC2CCCO2)cc1)S(C)(=O)=O (stereo unspecified)	-13	12	0.35	-1	1	-112	1	7	-1

Three compounds from above, ordered by molar mass, largest number first:
SMILES	HUVEC tox TNFa	VCAM1 TNFa inh	DAT uptake mod	CYP2C19 inhib	CYP2C19 act	IL1B cytotox	CYP2C9 activ	Candida biofilm	CYP2C9 inh
Cc1ccccc1-n1c(SCc2c(C)noc2C)nnc1-c1c[nH]c2ccccc12	11	-3	-1.1	4	1	0	0.9	7	8
Cc1ccc(C)c(OCC(=O)Nc2nc3ccc([N+](=O)[O-])cc3s2)c1C	-20	5	-0.54	-24	1.2	16	1.2	nt	-25
CCC(C)NC(=O)c1csc2c1CCCCC2 (stereo unspecified)	1	0	-1.3	14	0.9	-1	1.6	4	-59

Further structures.
SMILES	HUVEC tox TNFa	VCAM1 TNFa inh	DAT uptake mod	CYP2C19 inhib	CYP2C19 act	IL1B cytotox	CYP2C9 activ	Candida biofilm	CYP2C9 inh
O=C(CSc1ncn[nH]1)Nc1ccc(Br)cc1F	32	42	-0.77	82*	0.2	-10	0.9	5	6
COc1ccc(C2C(C(N)=O)=C(C)Nc3nc(-c4ccccc4)nn32)cc1OC (stereo unspecified)	-15	0	-0.15	34	0.7	2	0.9	2	7
Oc1ccc2nc(Cc3ccccc3)[nH]c2c1	13	-6	-1.2	24	0.8	-6	0.7	9	31
Cc1cc(NCCCn2ccnc2)n2nc(C)c(-c3ccccc3)c2n1	2	1	0.44	90*	0.1	29	0.1	-2	88*
COc1cc(NC(=O)c2cc3nc(C4CC4)cc(C(F)(F)F)n3n2)c(OC)cc1Cl	8	3	nt	14	0.9	-3	0.7	nt	33
Cc1cccc2cc(C#N)c(N3CCN(C)CC3)nc12	-11	-31	0.79	17	0.8	-18	0.9	0	9
COc1cccc(Cn2nnc(C(=O)Nc3cc(C)ccc3OC)c2N)c1	2	7	-0.67	14	0.9	4	1.3	5	-26
Cc1ccc(-c2nnn(CC(=O)N(CC3CCCO3)C(C(=O)NC(C)(C)C)c3ccc(F)cc3)n2)o1 (stereo unspecified)	-16	2	-0.19	nt	nt	1	nt	1	nt
CCn1c(COc2ccc(=O)n(-c3ccccc3)n2)nnc1SCc1ccc(C)cc1	-10	-4	1.4	16	0.8	6	0.6	nt	44
CCOc1cc(/C=N/NC(=O)COc2cccc(C)c2)ccc1OC(=O)c1cccs1	-9	14	nt	18	0.8	-25	0.4	nt	59*
Cc1cc(OCC(=O)O/N=C(\N)Cc2cccs2)ccc1Br	nt	-28	-0.71	11	0.9	26	1	nt	-2
COC(=O)c1cc(OC)c(OC)cc1NC(=O)CN1CCCCC1	25	12	0.59	4	1	5	1	3	-2
Clc1cccc(-c2cc3nc4c(c(NCc5ccco5)n3n2)CCCC4)c1	5	4	1.3	14	0.9	-59	0.6	nt	41
CCN(CC)S(=O)(=O)c1ccc(C(=O)Oc2ccc3c(c2)OCO3)cc1	-11	-11	-0.24	-4	1	-2	1	8	-1
O=C(OCCOc1ccccc1Cl)c1ccc(-n2cnnn2)cc1	-28	-5	0.58	47	0.5	1	0.5	-3	46
Cc1ccc(SCCC(=O)Nc2cccc(N(C)S(C)(=O)=O)c2)cc1	-9	3	-0.67	91*	0.1	-10	0.2	-1	83*
CCOC(=O)C1CCN(C(=O)CCCN2C(=O)c3ccccc3C2=O)CC1	-5	38	0.63	20	0.8	-5	0.5	-2	50
CCOC(=O)c1cc(CC)sc1NC(=O)Cc1ccsc1	3	-14	0.17	3	1	-18	0.9	3	14
CC1Cc2ccccc2N1C(=O)CCS(=O)(=O)c1cccs1 (stereo unspecified)	nt	nt	-0.8	52*	0.5	nt	0.8	-5	23
CCN1C(=O)c2cccc3c(NC(=O)c4ccc(OC)c(OC)c4)ccc1c23	-7	2	-0.13	56*	0.4	-55	0.3	5	66*
O=C(Nc1nc2ccccc2[nH]1)C1CC(=O)N(c2ccc3c(c2)OCCO3)C1 (stereo unspecified)	-25	4	0.16	59*	0.4	-16	0.4	nt	62*
CCOC(=O)c1ccccc1NC(=O)CN(c1ccccc1)S(=O)(=O)N(C)C	-24	-5	-0.3	86*	0.1	1	0.1	1	94*
COc1cc(C(=O)Nc2sc(C(=O)N3CCOCC3)c(C)c2C#N)cc(OC)c1OC	-3	-5	nt	-14	1.1	17	1.3	3	-30
CCN(CC)S(=O)(=O)c1ccc(C(=O)NCCc2cc3c(OC)ccc(OC)c3[nH]c2=O)cc1	-16	-15	nt	34	0.7	-42	0.2	0	85*
O=C(O)c1ccc(C(=O)c2ccc3c(c2)C(=O)N(Cc2ccco2)C3=O)cc1	-25	14	0.26	10	0.9	-22	0.6	2	44
COc1ccccc1OCCCCNCCO	20	19	0.32	-7	1.1	13	1.1	nt	-8
COc1ccc(C(O)Cn2c(=N)n(CCCN(C)C)c3ccccc32)cc1 (stereo unspecified)	nt	nt	0.023	-4	1	nt	1	nt	2
C=CCn1c(SC(CCO)C(=O)NCc2ccco2)nc2sc3c(c2c1=O)CCC3 (stereo unspecified)	-24	6	-0.67	13	0.9	-14	0.4	nt	56*
Cc1c(C(=O)NCc2ccc3c(c2)OCO3)sc2nc(-c3ccc(F)cc3)cn12	nt	nt	-1.9	-7	1.1	nt	1	10	-5
Cc1ccc(SCc2ccc(C(=O)Nc3cccc([N+](=O)[O-])c3C)cc2)cc1	-4	11	-0.06	25	0.7	-40	0.8	nt	23
CCC(C)N(CCNC(=O)CC1Oc2ccccc2NC1=O)C1CCCCC1 (stereo unspecified)	-3	9	-0.44	6	0.9	5	1	9	3
COc1ccc(C(=O)N(C(C)C)C(C)C)c(OC)c1	-18	3	0.53	4	1	-3	0.9	4	10
CC1CCc2c(sc3nn[nH]c(=O)c23)C1 (stereo unspecified)	-11	4	0.27	12	0.9	15	0.9	5	5
COc1ccc(NC(=O)C2CCN(S(=O)(=O)c3ccc(C)cc3)CC2)cc1OC	-39	12	-0.034	6	0.9	-18	1.1	-3	-11

From PubChem
